# NCI-60 one-dose screen, 48 h, at 10 µM unless noted. Numbers give growth in % (100 = growth as untreated, 0 = no growth, -100 = all killed).
# COLO 205: COLO 205 colon cancer. 7.3% of 79,000 active. AID 1794742
# SW-620: SW-620 colon cancer. 5.2% of 82,000 active
# HT29: HT29 colon cancer | 7.4% of 81,000 active
# SK-OV-3: SK-OV-3 ovarian cancer cells; 3.2% of 80,000 active
# HCT-15: HCT-15 colon cancer | 5.2% of 82,000 active
# OVCAR-4: OVCAR-4 ovarian cancer cells. 3.7% of 80,000 active
# HCT-116: HCT-116 colon cancer. 7.3% of 82,000 active
# IGROV1: IGROV1 ovarian cancer; AID 1794786; 4.7% of 79,000 active
# KM12: KM12 colon cancer cells. 5% of 82,000 active
# * = called active by the depositor; nt = no result given; & = joins results of further samples. How the source made its calls: active means growth percent below 10; inactive means the rest.
SMILES,COLO 205,SW-620,HT29,SK-OV-3,HCT-15,OVCAR-4,HCT-116,IGROV1,KM12
CCOC(=O)C1=NC(CO)C(=O)N(c2ccc(Cl)cc2)N1 (stereo not given),105,109,102,134,102,104,100,102,99
COc1ccc(/C=C2\Sc3ccc(C)cc3C2=O)cc1,113,82,104,89,59,86,92,86,62
Nc1c(Cl)cc(Br)c(Cl)c1Br,116,111,106,112,104,144,104,115,114
CC(=O)Nc1ccc(-c2cn(-c3cccc(C(=O)Nc4ccc(Cl)c(C(F)(F)F)c4)c3)nn2)cn1,-41*,-75*,-50*,-3.5*,-58*,-75*,-54*,-54*,-3.6*
Cc1[nH]c(C(=O)Nc2ccc(C(N)=O)cc2OC2CCNCC2)c(Cl)c1Cl,97,90,95,107,104,95,83,94,79
CC1(C)OB(O)c2cc(-c3nc4ccc5[nH]ncc5c4c4c3CCCC4)ccc21,81,59,56,33,38,67,23,39,39
CCN(CC)CC1CN(/N=C/c2ccc([N+](=O)[O-])o2)C(=O)O1 (stereo not given),106,101,85,112,92,95,97,89,90
COC(=O)CC[C@@H]1O[C@@H](c2cc(OC)c(OC)c(OC)c2)[C@H](I)[C@H]1O,112,98,84,108,103,106,97,102,102
CC1CC(C)/C(=N/NC(N)=O)C(C(O)CC2CCC(=O)NC2=O)C1 (stereo not given),42,34,36,49,38,58,24,30,32
C[N+](C)(C)CC(=O)N/N=C\c1ccccc1C(=O)O,113,110,101,103,103,nt,114,105,108
COc1cc(/C=C/C(=O)C(=O)/C=C/c2ccc(OCc3ccccc3)c(OC)c2)ccc1OCc1ccccc1,107,105,87,100,105,101,69,96,107
COc1ccc2nccc(/C=C/c3ccnc4ccc(OC)cc34)c2c1,119,104,nt,115,101,104,102,102,100
O=C(NC(CSCc1ccccc1)C(=O)NC(Cc1ccc(O)cc1)C(=O)O)OCc1ccccc1 (stereo not given),102,nt,103,102,110,110,105,100,109
O=C(Cn1c[n+](CC(=O)c2ccc(Br)cc2)c2ccccc21)Nc1cccc2cccnc12,79,95,81,88,102,75,94,47,95
OCCCc1ccccc1,94,107,95,98,100,112,100,82,109
CCOc1ccc(/C=C/C(=O)c2ccccc2)cc1,116,96,96,103,92,102,84,75,80
CC1(C)OC2=C(CC1Br)C(=O)C(=O)c1ccccc12 (stereo not given),-88*,-82*,-12*,78,-58*,-99*,-57*,-80*,-93*
CCCCSc1ncc(C)c(NC)n1,127,114,109,102,104,108,113,129,114
O=S(=O)(O)c1ccc2ccccc2c1,108,109,97,94,103,114,97,98,107
COc1ccc(/C=C/C(=O)c2nnn(-c3ccc(C(=O)O)cc3)c2C)cc1OC,109,110,102,112,90,107,92,96,101
COc1cc(OC)cc(-n2cc(-c3ccc(Cl)c(Cl)c3)[nH]c2=S)c1,108,104,109,101,107,95,99,102,91
O=C(CSc1nnc(-c2ccc(Cl)cc2)n1-c1ccccc1)Nc1ccc(C(=O)/C=C/c2ccc(Cl)cc2)cc1,109,99,95,107,94,101,14,93,100
c1ccc(-c2c(-c3ccccc3)[n+](Cc3ccc4ccccc4c3)cn2Cc2ccc3ccccc3c2)cc1,-86*,-80*,-90*,-98*,-93*,-81*,-87*,-74*,-80*
Cc1ccc(S(=O)(=O)OC(CI)C2OC(c3ccccc3)OC3COC(c4ccccc4)OC32)cc1 (stereo not given),98,96,98,96,103,86,101,95,102
Cc1ccc(-c2ccnc3c2c(=O)[nH]c(=O)n3CCc2ccccc2)cc1,98,92,110,103,93,112,87,98,107
CCCOC(=O)CSC#N,109,100,104,106,95,101,104,107,106
OCc1cc(CN2CCOCC2)c(O)c2ncccc12,107,94,104,85,45,66,77,90,96
COc1cc2c(cc1OCCCCCn1c(-c3ccc(OCc4ccccc4)cc3)nc3cc(N4CCOCC4)ccc31)N=C[C@@H]1CCCN1C2=O,-14*,0.0*,-14*,35,-23*,21,3.0*,-59*,-27*
CNCCCNc1nc2ccccc2c2c(=O)c3cc(Cl)ccc3sc12,-84*,-87*,-92*,84,-19*,64,-92*,33,-25*
O=C(Nc1nnc(C(F)(F)F)s1)c1c(F)cccc1F,120,99,106,95,92,100,100,nt,106
O=C(CN1CCN(c2cc3c(cc2F)c(=O)c(C(=O)O)cn3C2CC2)CC1)Nc1ccc(C(=O)/C=C/c2ccc(Cl)cc2)cc1,112,111,106,110,111,95,41,121,120
Cn1c(N2CCCCC2)nc(-c2ccco2)c(C#N)c1=O,106,103,112,104,104,109,100,63,109
CCC1(c2ccccc2)SC(N)=NC1=O (stereo not given),104,102,104,101,110,109,105,nt,110
CCCCCCCCCCCCCCCCNC(=S)N/N=C/c1ccc(OC)cc1,115,107,102,114,108,113,90,106,98
Nc1cc(OCC(=O)O)c(Cl)cc1Cl,113,105,103,110,107,102,103,115,102
CCCCn1cnc2c(SC)nc(N)nc21,109,104,98,90,105,89,100,107,104
CCN(CC)CC(O)CNc1ccnc2cc(Cl)ccc12 (stereo not given),100&89,110&98,52&90,90&108,102&102,84&107,81&86,99&99,103
C[C@]12CC[C@@H]3c4ccc(O)cc4CC[C@H]3[C@@H]1C[C@H](O)[C@@H]2O,102,90,109,120,97,100,93,98,-72*
COc1ccc2c3c(cnc2c1)C(=O)CCC3,121,110,106,102,105,108,98,112,117
O=S(=O)(Cc1ccc(Cl)cc1)Oc1ccc(Cl)cc1,109,121,94,107,109,112,80,101,110
COc1ccc(-c2nnc(-c3ccc(Cl)cc3)o2)cc1,101,105,94,83,97,111,105,82,92
Cc1nc2ccccc2c(=O)n1C,116,nt,102,111,103,104,98,115,105
CSc1nc2c(c(=O)[nH]1)C1(C(=O)N(C)c3ccccc31)c1c(nc(SC)[nH]c1=O)N2,108,99,108,109,100,104,105,110,97
O=c1[nH]c(-c2cccc3ccccc23)nc2sc3c(c12)CCCCCC3,99,87,96,102,77,88,84,103,98
N#CCCNc1ccc(NCCC#N)c2c1C(=O)c1c(O)ccc(O)c1C2=O,91,71,87,79,64,69,60,74,73

# Some of these compounds in order of heavy-atom count, low to high.
SMILES,COLO 205,SW-620,HT29,SK-OV-3,HCT-15,OVCAR-4,HCT-116,IGROV1,KM12
Cc1nc2ccccc2c(=O)n1C,116,nt,102,111,103,104,98,115,105
Nc1cc(OCC(=O)O)c(Cl)cc1Cl,113,105,103,110,107,102,103,115,102
CCC1(c2ccccc2)SC(N)=NC1=O (stereo not given),104,102,104,101,110,109,105,nt,110
CCCCn1cnc2c(SC)nc(N)nc21,109,104,98,90,105,89,100,107,104
COc1ccc2c3c(cnc2c1)C(=O)CCC3,121,110,106,102,105,108,98,112,117
O=S(=O)(Cc1ccc(Cl)cc1)Oc1ccc(Cl)cc1,109,121,94,107,109,112,80,101,110
O=C(Nc1nnc(C(F)(F)F)s1)c1c(F)cccc1F,120,99,106,95,92,100,100,nt,106
C[C@]12CC[C@@H]3c4ccc(O)cc4CC[C@H]3[C@@H]1C[C@H](O)[C@@H]2O,102,90,109,120,97,100,93,98,-72*
CNCCCNc1nc2ccccc2c2c(=O)c3cc(Cl)ccc3sc12,-84*,-87*,-92*,84,-19*,64,-92*,33,-25*
N#CCCNc1ccc(NCCC#N)c2c1C(=O)c1c(O)ccc(O)c1C2=O,91,71,87,79,64,69,60,74,73
CSc1nc2c(c(=O)[nH]1)C1(C(=O)N(C)c3ccccc31)c1c(nc(SC)[nH]c1=O)N2,108,99,108,109,100,104,105,110,97
O=C(CN1CCN(c2cc3c(cc2F)c(=O)c(C(=O)O)cn3C2CC2)CC1)Nc1ccc(C(=O)/C=C/c2ccc(Cl)cc2)cc1,112,111,106,110,111,95,41,121,120

# Further structures follow:
SMILES,COLO 205,SW-620,HT29,SK-OV-3,HCT-15,OVCAR-4,HCT-116,IGROV1,KM12
C#CC(C)(CC)NC(=O)c1cc(-c2cccc(OC)c2)on1 (stereo not given),114,103,91,95,98,104,97,104,100
COC(=O)c1cn2c(c1C(=O)OC)c1c3ccccc3n(C)c1n1nnc(-c3ccccc3)c21,149,118,115,125,117,113,95,70,99
OCCN=Cc1ccccc1,115,97,109,114,102,105,100,103,103
CC(=O)Nc1ccc(Nc2cc(S(=O)(=O)O)c(N)c3c2C(=O)c2ccccc2C3=O)cc1,115,114,136,112,105,125,111,28,123
COc1cc(-c2nnc(SCc3cccnc3)n2-c2ccc3c(c2)OCO3)cc(OC)c1OC,96,98,97,104,98,82,94,80,99
CN1CC[C@@H]2[C@@]3(C)CC[C@H](O)C(C)(C)[C@@H]3CC[C@@]2(C)[C@]2(C)CC[C@@]3(CO)CCC(C)(C)C[C@@H]3C12 (stereo not given in full),-2.5*,90,40,108,73,97,78,95,96
O[C@@H]1Cc2cc(Br)c3ccccc3c2N[C@H](c2ccco2)C1,102,103,105,94,92,nt,94,92,91
O=[N+]([O-])c1ccc(S(=O)(=O)N2CCN(c3ccccc3)CC2)cc1,100,96,101,101,96,77,90,95,99
Cc1nc2ccccc2c(/C=C/c2ccccc2)c1C(=O)/C=C/c1ccc(C(F)(F)F)cc1,-26*,-33*,5.8*,7.7*,-20*,-43*,-64*,-72*,-59*
Cc1nn(-c2ccc(Br)cc2)c2nc3c(nc12)C(=O)C(=O)c1ccccc1-3,90,94,100,94,90,88,86,82,103
Cc1c(-c2cnc3ccc(Cl)cc3c2C(=O)O)nnn1-c1ccc(Cl)cc1,94,112,101,90,104,106,77,108,109
CCOC(=O)c1[nH]c(C#N)c(C(=O)OCC)c1C,131,103,103,117,92,98,103,101,107
O=C(Nc1ccccc1)Nc1ncnc2c1ncn2-c1ccc(Cl)cc1,87,98,80,75,79,-30*,37,79,87
COc1ccc(-c2nc(SCCC(C)C)nc(N/N=C\c3ccc(F)cc3)c2C#N)cc1,94,77,104,104,100,81,54,84,100
Cc1cc(C)c(O)c(C(=O)CC(Br)C(=O)O)c1 (stereo not given),116,116,99,103,103,106,99,106,98
Cc1ccc2nc(-c3ccc(C(=O)N/N=C/c4ccc([N+](=O)[O-])cc4)cc3)[nH]c2c1,108,106,102,109,102,107,103,91,98
CC1=COC(C)(COC(=O)C2(C)CCC(C)=CO2)CC1 (stereo not given),104,107,96,113,112,103,105,108,113
CCn1c2ccccc2c2cc(NC(=O)Nc3ccc([N+](=O)[O-])cc3C)ccc21,30,52,18,75,26,44,32,43,26
COc1ccc(C(=O)c2c(-c3[nH]c4ccccc4c3C(=O)c3ccc(OC)cc3)[nH]c3ccccc23)cc1,106,89,99,62,98,76,84,65,91
CCN(CC)Cc1cc(Cc2ccccc2)ccc1O,103,102,103,100,99,109,96,89,108
O=C(CN1CCCCC1)Nc1nc2ccc(NCc3ccc([N+](=O)[O-])cc3)cc2s1,91,98,95,102,81,92,68,89,92
FC(F)(F)c1cccc(/C=C/c2nn3c(Cc4ccccc4)nnc3s2)c1,123,101,114,124,93,106,106,99,108
Oc1nc(NCCN2CCOCC2)sc1/C=C1\C=Nc2ncccc21,99,107,96,85,110,112,80,102,107
COc1cc(C2CC(c3ccccc3)=NN2C(C)=O)cc(OC)c1OC (stereo not given),35,19,11,48,26,78,19,25,18
O=C(c1ccccc1)C1OC1(CBr)c1ccccc1 (stereo not given),131,122,94,97,106,88,96,100,97
C/C(=C(/C)C1CC1CCNS(=O)(=O)c1ccc(C)cc1)c1ccccc1 (stereo not given),109,106,104,110,95,75,99,97,98
C/C(Cc1ccc(Cl)cc1)=C(/c1ccc(Cl)cc1)c1ccc(OCCN)cc1,97,93,98,110,94,100,87,89,92
COCCOC(=O)C1=C(C)NC(=S)NC1c1ccc2c(c1)OCO2 (stereo not given),117,106,97,103,102,103,103,105,100
CC[C@H](Nc1ncnc2nc[nH]c12)c1nc2cccc(CCCCNC(=O)NO)c2c(=O)n1-c1ccccc1,100,82,85,92,101,94,81,29,100
O=C1CC2CC=CCN2C=C1c1ccc(F)cc1 (stereo not given),101,102,105,109,108,109,94,108,101
COc1cc(C)cc2oc3oc(=O)c(-c4csc(-c5c[nH]c6ccccc56)n4)cc3c(=O)c12,121,113,105,107,107,105,104,114,107
CCN(CC)CCCCCNc1cc(OC(C)=O)cc2cccnc12,23,80,81,102,100,47,69,39,97
Cc1ccc(S(=O)(=O)OCCO[C@H]2Cc3cc4ccc(=O)oc4cc3OC2(C)C)cc1,113,93,92,103,89,77,98,96,89
C(=N\Nc1nnc2n1N=C(c1ccccc1)CS2)/c1ccc(-c2ccccc2)cc1,97,102,95,112,66,106,84,105,88
N#C/C(=C\c1ccc(Br)cc1)C(N)=O,114,100,106,108,101,103,102,104,103
O=C(COc1ccc(/C=C2\Oc3ccccc3C2=O)cc1)c1ccc(Cl)cc1,108,115,107,105,106,115,88,nt,99
O=C1OC(C(O)C(O)CO)C(O)C1O (stereo not given),113&121,109&102,101&119,101&111,100&89,105&99,94&101,106&122,105&109
O=C1Nc2cc(-c3ccc(NC(=O)c4ccccc4)cc3)ccc2/C1=C/c1ccc[nH]1,118,105,109,110,88,70,99,95,69
CSC(=O)/C(CCC=C(C)C)=C1\[C@@H](OC(C)=O)C[C@@]2(C)[C@H]1CC(=O)[C@H]1[C@@]3(C)CCC(=O)[C@@H](C)[C@@H]3CC[C@@]12C,113,110,103,nt,103,97,99,104,104
CC(CC(=S)N1CCOCC1)CC(C)(C)C (stereo not given),114,103,103,112,112,103,105,111,111
COc1ccc(NC(=O)c2ccoc2COc2ccccc2)cc1,110,98,107,106,89,101,87,91,94
CC(=O)Nc1ccc(S(=O)(=O)N=[N+]=[N-])cc1,103,121,103,106,96,91,94,108,102
NC(=S)N/N=C/c1cc([N+](=O)[O-])ccc1Cl,118,108,95,103,98,119,103,105,95

# Three entries from above, ordered by molecular weight, ascending:
SMILES,COLO 205,SW-620,HT29,SK-OV-3,HCT-15,OVCAR-4,HCT-116,IGROV1,KM12
O=C1OC(C(O)C(O)CO)C(O)C1O (stereo not given),113&121,109&102,101&119,101&111,100&89,105&99,94&101,106&122,105&109
CC(=O)Nc1ccc(S(=O)(=O)N=[N+]=[N-])cc1,103,121,103,106,96,91,94,108,102
O=C1Nc2cc(-c3ccc(NC(=O)c4ccccc4)cc3)ccc2/C1=C/c1ccc[nH]1,118,105,109,110,88,70,99,95,69
